All columns: NCI-60 one-dose screen, growth in % after 48 h at 10 µM unless noted; 100 = growth as untreated, 0 = no growth, -100 = all killed.
MDA-MB-468 – MDA-MB-468 breast cancer | 78,000 tested, 8.5% active
T-47D – T-47D breast cancer | AID 1794792 | 79,000 tested, 5% active
MDA-MB-231 – MDA-MB-231 breast cancer | 81,000 tested, 5% active
MALME-3M – MALME-3M melanoma | 78,000 tested, 5.8% active | AID 1794766
BT-549 – BT-549 breast cancer; 78,000 tested, 4.4% active; AID 1794793
HS 578T – HS 578T breast cancer. AID 1794788. 78,000 tested, 4.1% active
LOX IMVI – LOX IMVI melanoma; 79,000 tested, 7.4% active; AID 1794757
MCF7 – MCF7 breast cancer; AID 1794796; 82,000 tested, 6.3% active
* hit, by the source's call; · = no result given; & = joins results of further samples. The calls were made as follows: active = growth percent below 10; inactive = the rest.

No. | mol | MDA-MB-468 | T-47D | MDA-MB-231 | MALME-3M
1 | O=C(NC1CC1)c1ncc(-c2ccc(C(F)(F)F)cc2)c(NC2CCCCCC2)n1 | 99 | 84 | 105 | 89
2 | O=C(CCn1c[n+](CC(=O)c2ccc(-c3ccccc3)cc2)c2ccccc21)Nc1cccc2cccnc12 | -31* | 22 | 50 | ·
3 | C/C(=C(\c1ccc(O)cc1)c1ccc(OCCN2CCCCCC2)cc1)c1ccc(Cl)cc1 | -88* | -72* | -85* | -80*
4 | CCCCC/C=C/C(=O)CCc1ccc(O)c(OC)c1 | 66 | 73 | 79 | 23
5 | O=C(c1ccncc1)N1N=C(c2ccc(F)cc2)C[C@H]1c1cn(-c2ccccc2)nc1-c1ccccc1 | 92 | 93 | 61 | 96
6 | CCOC(OCC)(OCC)OCC | 106 | 111 | 94 | 108
7 | Cc1c[n+](Cc2ccc3ccccc3c2)cn1Cc1ccc2ccccc2c1 | -23* | -8.0* | -8.2* | 0.8*
8 | C=C1c2nc3ccccc3n2C=C(c2cccc(OC)c2)N1Cc1ccc(Cl)cc1 | · | 88 | 96 | 112
9 | c1ccc(N2CCN(CN3CCN(c4ccccc4)CC3)CC2)cc1 | · | 91 | 108 | 89
10 | O=C(Cc1ccc(F)cc1)c1ccccc1 | 127 | 112 | 111 | 107

No. | BT-549 | HS 578T | LOX IMVI | MCF7
1 | 106 | 106 | 97 | 88
2 | 54 | 63 | 58 | 20
3 | -72* | -46* | -95* | -81*
4 | 67 | 104 | 24 | 1.8*
5 | 87 | 103 | 73 | 66
6 | 118 | 108 | 114 | 96
7 | -3.0* | 47 | 20 | 18
8 | 101 | 90 | 97 | 88
9 | · | 84 | 89 | 92
10 | 97 | 94 | 102 | 103

More entries follow:
No. | mol | MDA-MB-468 | T-47D | MDA-MB-231 | MALME-3M
11 | Nc1ccc(S(=O)(=O)c2ccc(Cl)cc2)cc1 | 92 | 104 | 92 | 86
12 | CC1CCCN(C(=O)Nc2ccc([N+](=O)[O-])cc2)C1 (stereo unspecified) | 113 | 98 | 111 | ·
13 | CC(C)(C)OC(=O)N1C/C(=C\c2ccccc2)C(=O)/C(=C/c2ccccc2)C1 | 112 | · | 80 | 113
14 | CC(NNC(C)c1ccccc1)c1ccccc1 (stereo unspecified) | 104 | · | 113 | 123
15 | Cn1c(=O)c2c(nc3n(-c4ccc(F)cc4)c(Sc4nc(-c5ccccc5)c(C#N)c(=O)[nH]4)cn23)n(C)c1=O | 97 | 93 | 86 | 101
16 | Cc1ccc(S(=O)(=O)CC(=O)Nc2ccc(C(=O)O)cc2)cc1 | 105 | 100 | 102 | 92
17 | CCOC(=O)[C@H](CCc1ccccc1)N[C@@H](C)C(=O)N1[C@H](C(=O)O)C[C@@H]2CCC[C@@H]21 | 93 | 90 | 111 | 90
18 | CC1CCCC(C)C1CO (stereo unspecified) | 92 | 105 | 108 | ·
19 | COc1ccc(-c2cc(-c3nnc(/C=C/c4cc(OC)c(OC)c(OC)c4)o3)[nH]n2)cc1 | 47 | 56 | 89 | 105
20 | COc1cc2c(cc1OC)-n1c(cnc1-c1ccccc1)N1NC(=O)CNC(=S)/N=C/21 | 100 | 87 | 73 | 103

No. | BT-549 | HS 578T | LOX IMVI | MCF7
11 | 97 | 96 | 96 | 99
12 | 99 | 107 | 94 | 94
13 | 91 | 102 | 95 | 78
14 | 113 | 128 | 101 | 113
15 | 88 | 89 | 93 | 89
16 | · | 96 | 99 | 97
17 | 103 | 105 | 95 | ·
18 | 91 | 107 | 96 | 102
19 | 107 | 92 | 93 | 55
20 | 92 | 99 | · | 89

Remaining list, next part:
No. | mol | MDA-MB-468 | T-47D | MDA-MB-231 | MALME-3M
21 | O=C(N/N=C/[C@@H](O)[C@@H](O)[C@H](O)[C@H](O)CO)c1ccc(NC(=O)c2cccnc2)cc1 | 111 | 102 | 95 | 103
22 | Cc1nc2ccccn2c1/C=C1\C(=O)N(C)c2ccccc21 | 81 | 99 | 98 | 120
23 | COc1ccc2nc(-c3ccccn3)ccc2c1 | 85 | 85 | 96 | 107
24 | O=C1c2cccc3c(-c4ccc5c(c4)ncn5C4CCCCC4)ccc(c23)C(=O)N1c1nc2ccccc2s1 | 92 | 73 | 74 | 93
25 | O=C(NNC(=S)Nc1ccccc1)c1ccc(Nc2ncnc3c2cnn3-c2cccc(Br)c2)cc1 | 101 | · | 110 | 101
26 | Cc1ccc(NC(=O)CC2C(=O)N(Cc3ccccc3)c3nc4ccccc4n32)cc1 (stereo unspecified) | 91 | 98 | 104 | 115
27 | NS(=O)(=O)c1ccc(-n2nc(-c3ccc(Cl)cc3)ccc2=O)cc1 | 57 | 95 | 118 | 113
28 | COc1ccc(NC(=O)CC(=O)Nc2ccc(OC)cc2)cc1 | 97 | 92 | 87 | 92
29 | FC(F)(F)c1cccc(-c2cn3c(ccc4ccccc43)n2)c1 | 104 | 47 | 79 | 102
30 | CCOCc1c(C)cc(C)cc1C | 94 | 101 | 117 | 100

No. | BT-549 | HS 578T | LOX IMVI | MCF7
21 | 108 | 108 | 99 | 97
22 | 99 | 103 | 95 | 88
23 | 106 | 97 | 93 | 84
24 | 96 | 93 | 85 | 69
25 | 104 | 105 | 97 | 103
26 | 108 | 92 | 95 | 91
27 | 93 | 88 | 96 | 86
28 | 101 | 93 | 103 | 100
29 | 91 | 104 | 90 | 41
30 | 113 | 101 | 109 | 99

Later entries
No. | mol | MDA-MB-468 | T-47D | MDA-MB-231 | MALME-3M
31 | O=C1CCC(OC(c2ccc(Cl)cc2)c2ccc(Cl)cc2)N1 (stereo unspecified) | 131 | 96 | 101 | 97
32 | CC1=CC(=O)C=C(C)C1=O | 104 | 75 | 102 | 93
33 | O=C1/C(=C/c2ccc([N+](=O)[O-])cc2)Oc2ccc(O)c(O)c21 | 93 | 92 | 93 | 92
34 | C=CCC(=O)N[C@H](/C=C/C(=O)OCC)Cc1ccc(-c2cc(Cl)cc(Cl)c2)cc1 | 82 | 45 | 68 | 72
35 | N#C/C(=C\c1ccc(Br)cc1)c1cc2ccccc2[nH]1 | 83 | 75 | 79 | 99
36 | CC(C)OC(=O)Nc1ccccc1F | 86 | 104 | 101 | 92
37 | COCCOC(=O)NC(=O)Nc1ccc(/C(=N/O)c2ccc(Cl)cc2)cc1 | 20 | 62 | 13 | 90
38 | C#CCOc1cc(N(CC)CC)ccc1C(C(=O)NC(C)(C)C)N(C(=O)C1CCc2cc(F)ccc2O1)c1ccc(F)cc1F (stereo unspecified) | 21 | 37 | 55 | 62
39 | COC(=O)c1cc(Cl)c(C(=O)OC)cc1Cl | 105 | 88 | 105 | 114
40 | CC1O[C@@H]2C[C@@](O)([C@H]1O)n1c3ccccc3c3c4c(c5c6ccccc6n2c5c31)C(=O)NC4=O (stereo partly specified) | 3.5* | 8.9* | 58 | 50

No. | BT-549 | HS 578T | LOX IMVI | MCF7
31 | 108 | 93 | 97 | 92
32 | 103 | 93 | 99 | 95
33 | 103 | 103 | 76 | 90
34 | 78 | 91 | 75 | 77
35 | 97 | 98 | 95 | 62
36 | 93 | 102 | 96 | 93
37 | 51 | 34 | 23 | 14
38 | 31 | 71 | -5.1* | 17
39 | 103 | 93 | 97 | 100
40 | 36 | 83 | 7.1* | 22

(list continues)
No. | mol | MDA-MB-468 | T-47D | MDA-MB-231 | MALME-3M
41 | NC(=O)C(c1ccccc1)c1ccccc1 | 104 | · | 115 | 94
42 | COc1ccc2c(c1)c(-c1noc(-c3cn(C)c4ncc(Br)cc34)n1)cn2C | 110 | 84 | 77 | 90
43 | C#Cc1cccc(Nc2ncnc3ccc(NC(=O)c4ccccc4)cc23)c1 | -28* | 61 | 96 | 104
44 | CC(=O)OCC1OC(n2ccc(N)nc2=O)C(OC(C)=O)C1OC(C)=O (stereo unspecified) | 114 | 93 | 102 | 101
45 | CCN1CCN(c2nc(NNC(=O)c3ccc(OC)cc3)nc(N3CCN(C(c4ccccc4)c4ccccc4)CC3)n2)CC1 | 11 | 43 | 83 | -64*
46 | COC1OC(CO)C(O)C(O)C1O (stereo unspecified) | 100&109&95 | 102&107&95 | 106&112&122 | 114&99&100&99
47 | COc1ncnc2c(-c3ccccc3)cn(COCc3ccccc3)c12 | 42 | 14 | 57 | 52
48 | CN(Cc1ccccc1)c1nc(Cl)c(C2CC(c3ccc(Br)cc3)=NN2c2cc(Cl)cc(Cl)c2)s1 (stereo unspecified) | 95 | 83 | 107 | 103
49 | COc1cc(C2C=C(c3ccc(Cl)cc3)Nc3nc(SC)[nH]c(=O)c32)ccc1Oc1ccnc2cc(Cl)ccc12 (stereo unspecified) | 94 | 82 | 80 | 95
50 | COc1ccc(/C=N/Nc2nc(N/N=C/c3ccc(OC)cc3O)nc(N3CCOCC3)n2)c(O)c1 | 63 | 42 | 70 | 68

No. | BT-549 | HS 578T | LOX IMVI | MCF7
41 | 95 | 101 | 98 | 99
42 | · | 105 | 98 | 76
43 | 75 | 102 | 82 | 72
44 | 111 | 90 | 103 | 78
45 | 81 | 46 | 1.4* | 16
46 | 104&116&91&102 | 112&101&108&105 | 104&96&97&99 | 98&106&95&94
47 | 37 | 81 | 56 | 48
48 | 104 | 106 | 101 | 78
49 | 95 | 94 | 98 | 70
50 | 90 | 78 | 45 | 52

Shown with tabs: entries from further up
entry	Compound	MDA-MB-468	T-47D	MDA-MB-231	MALME-3M	BT-549	HS 578T	LOX IMVI	MCF7
45	CCN1CCN(c2nc(NNC(=O)c3ccc(OC)cc3)nc(N3CCN(C(c4ccccc4)c4ccccc4)CC3)n2)CC1	11	43	83	-64*	81	46	1.4*	16
49	COc1cc(C2C=C(c3ccc(Cl)cc3)Nc3nc(SC)[nH]c(=O)c32)ccc1Oc1ccnc2cc(Cl)ccc12 (stereo unspecified)	94	82	80	95	95	94	98	70
46	COC1OC(CO)C(O)C(O)C1O (stereo unspecified)	100&109&95	102&107&95	106&112&122	114&99&100&99	104&116&91&102	112&101&108&105	104&96&97&99	98&106&95&94

Remaining list, next part.
No. | mol | MDA-MB-468 | T-47D | MDA-MB-231 | MALME-3M
51 | COc1ccc(NC(=O)Nc2ccc(OCC(=O)N=Nc3c(O)[nH]c4ccc(Br)cc34)cc2)cc1 | 98 | 91 | 90 | 87
52 | Cc1ccc(S(=O)(=O)Oc2ccc(NC(=O)C3CCCCCC3)cc2)cc1 | 98 | 87 | 89 | 98
53 | O=C(NN1C(=O)/C(=C\c2ccc(Br)cc2)SC1=S)c1ccncc1 | 107 | 105 | 95 | 109
54 | Cc1cccc(N2CCN(CC(O)COc3ccccc3)CC2)c1 (stereo unspecified) | 91&105 | 106&111 | 89&114 | ·
55 | Cc1ccc(CSc2nc(Cl)c(C#N)c(-c3ccc(Cl)cc3)n2)cc1 | 105 | 108 | 98 | 97
56 | CC12OC1C(=O)c1ccccc1C2=O (stereo unspecified) | 103 | 95 | 96 | 105
57 | O=C(O)c1ccc2c(C(=O)O)cccc2c1 | 106 | 88 | 100 | 116
58 | CC(=O)Oc1ccccc1C(=O)Oc1ccc(C(=O)/C=C/c2ccc(F)cc2)cc1 | 109 | 106 | 111 | 110
59 | CC(C)(C)c1cc(Br)cc(C(C)(C)C)c1O | 110 | 100 | 116 | 103
60 | COc1cc(C(c2c[nH]c3ccccc23)N2CCCC2)ccc1OCc1ccccc1 (stereo unspecified) | 54 | 81 | 58 | 82

No. | BT-549 | HS 578T | LOX IMVI | MCF7
51 | · | 99 | 71 | 77
52 | 78 | 86 | 91 | 82
53 | 98 | 94 | 97 | 98
54 | 99&99 | 92&115 | 92 | 101&98
55 | 140 | 108 | 98 | 91
56 | 96 | 93 | 102 | 96
57 | 106 | 129 | 98 | 96
58 | 116 | 106 | 109 | 110
59 | 111 | 120 | 99 | 99
60 | -2.5* | 57 | 69 | 83

Next compounds
No. | mol | MDA-MB-468 | T-47D | MDA-MB-231 | MALME-3M
61 | CCOC(=O)c1c(O)c2cc(-c3ccccc3)nc(OCC)c2c(=O)n1C | 89 | 95 | 96 | ·
62 | Nc1nonc1-c1nc2ccccc2n1CC(=O)NCc1ccc(F)cc1 | 106 | 97 | 119 | 94
63 | Nc1ccc(NS(=O)(=O)c2ccccc2)cc1 | 99 | 112 | 99 | 97
64 | CCCCCCCC(=O)OCC/C=C/C1OC1C1OC(=O)/C=C\C=C\C(=O)N(C(C)=O)C(=O)/C=C(/C)CCC2OC2C1OC(=O)NC(C)=O (stereo unspecified) | -3.8* | 11 | 74 | 123
65 | CC[C@@H](C)C[C@H](C)C(=O)c1c(O)cc[nH]c1=O | 112 | 104 | 120 | 108
66 | CC1(CO)CSC(Nc2ccc(F)cc2)=N1 (stereo unspecified) | 103 | 96 | 110 | 80
67 | CC(=O)Nc1nc(-c2n[nH]c(=S)n2C)cs1 | 107 | 102 | 112 | 99
68 | COC1C/C(=N\O)C2OC(c3ccccc3)OCC2O1 (stereo unspecified) | 105 | 103 | 105 | 100
69 | CC1CNC(=S)N(c2ccc(F)cc2)C1=O (stereo unspecified) | 94 | 106 | 105 | 122
70 | CC1=C(C(=O)OCC(C)C)C(c2cccc(C#N)c2)C(C(=O)OCC(C)C)=C(C)N1 | 70 | 46 | 82 | 104
71 | CC1(C)CC(=O)C2=C(C1)N(CCO)c1cc3c(cc1C2c1cccc(F)c1)OCO3 (stereo unspecified) | 88 | 98 | 106 | 97
72 | CCOC(=O)C(C)(C#N)C1C=CCCC1 (stereo unspecified) | 76 | 84 | 95 | 102
73 | O=C1/C(=C/c2cc(O)ccc2O)Oc2cc(O)ccc21 | 114 | · | 112 | 101

No. | BT-549 | HS 578T | LOX IMVI | MCF7
61 | 133 | 93 | 99 | 94
62 | 101 | 107 | 96 | 98
63 | · | 100 | 100 | 91
64 | 92 | 87 | 54 | 20
65 | 112 | 113 | 93 | 95
66 | 94 | 111 | 98 | 96
67 | 90 | 119 | 97 | 94
68 | 105 | 106 | 101 | 102
69 | 108 | 96 | 100 | 98
70 | 103 | 74 | 90 | 60
71 | 99 | 109 | 101 | 86
72 | 111 | 84 | 96 | 93
73 | 106 | 114 | 95 | 113

Assay outcomes (PubChem BioAssay)
